IDE cell activ: human IDE activators in live cells, primary screen, fluorescence polarization, HEK cells, FAbeta-B substrate; activation, % at 5.96 µM; FAbeta-B cleavage; 0% vehicle, 100% cell-free pure enzyme wells; AID 493087, 2011; 340,000 tested, 0.073% active;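 active = activation above the mean of all tested compounds plus 3 SD, set per screening campaign, cut at about 17% in these data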
Target sequence (P14735 whole entry, looked up): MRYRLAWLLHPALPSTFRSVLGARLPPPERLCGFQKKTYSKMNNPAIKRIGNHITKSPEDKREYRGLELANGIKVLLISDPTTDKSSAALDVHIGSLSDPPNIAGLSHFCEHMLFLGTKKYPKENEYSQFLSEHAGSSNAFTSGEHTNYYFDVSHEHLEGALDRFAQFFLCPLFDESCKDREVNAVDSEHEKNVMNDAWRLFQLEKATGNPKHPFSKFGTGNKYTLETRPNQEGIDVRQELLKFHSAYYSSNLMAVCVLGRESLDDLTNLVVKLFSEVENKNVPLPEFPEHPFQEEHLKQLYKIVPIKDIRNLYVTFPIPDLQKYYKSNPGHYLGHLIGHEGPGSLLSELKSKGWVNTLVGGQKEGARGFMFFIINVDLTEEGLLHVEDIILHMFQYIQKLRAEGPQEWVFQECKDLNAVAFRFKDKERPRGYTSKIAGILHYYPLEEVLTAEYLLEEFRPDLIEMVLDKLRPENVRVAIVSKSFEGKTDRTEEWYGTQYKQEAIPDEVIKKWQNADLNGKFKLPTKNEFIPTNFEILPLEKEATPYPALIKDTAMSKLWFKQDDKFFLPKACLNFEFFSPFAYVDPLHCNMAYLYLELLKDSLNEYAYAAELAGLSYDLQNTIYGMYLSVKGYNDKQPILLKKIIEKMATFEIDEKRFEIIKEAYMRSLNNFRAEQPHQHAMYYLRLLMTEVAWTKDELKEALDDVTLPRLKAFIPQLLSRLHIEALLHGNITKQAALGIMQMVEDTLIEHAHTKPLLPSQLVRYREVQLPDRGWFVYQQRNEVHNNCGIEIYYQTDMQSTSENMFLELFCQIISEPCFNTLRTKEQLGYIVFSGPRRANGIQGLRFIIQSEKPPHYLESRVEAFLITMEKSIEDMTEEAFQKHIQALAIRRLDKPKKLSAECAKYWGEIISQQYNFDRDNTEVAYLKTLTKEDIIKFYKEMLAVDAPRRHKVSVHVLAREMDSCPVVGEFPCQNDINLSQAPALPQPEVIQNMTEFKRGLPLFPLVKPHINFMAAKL
IDE cell inh: human IDE inhibitors in live cells, primary screen, fluorescence polarization, HEK cells, FAbetaB substrate | Insulin-degrading enzyme (Homo sapiens), P14735 | FAbetaB cleavage | inhibition, % at 5.59 µM | 320,000 tested, 0.41% active | AID 434962, 2010;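 active = percent inhibition above the average of all tested compounds plus 3 SD, set per screening campaign, cut at about 16% in these data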;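 note: IDE supplied by intact live HEK cells; FP after avidin binding of uncleaved biotin substrate so inhibition keeps polarization high; 0% = DMSO wells and 100% = 60 µM reference IDE inhibitor Ii1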
* = called active by the depositor.

nr	molecule	IDE cell activ	IDE cell inh
1	CCOc1ccc(C(=O)CC(C(=O)O)N2CCCCC2)cc1 (stereo not drawn)	1	2
2	Cc1ccc(C)c(NC(=O)CN(C)C(=O)c2ccccc2Cc2ccccc2)c1	-1	0
3	Cc1ccc(CNC(=O)C(N=C2NS(=O)(=O)c3ccccc32)C(C)C)cc1 (stereo not drawn)	3	-2
4	COc1ccc(NS(=O)(=O)c2ccc(C(=O)NCC3(N4CCOCC4)CCCCC3)cc2)cc1	-1	-3
5	CCOCc1c(C(=O)Nc2ccc3nc(N4CCOCC4)sc3c2)oc2ccccc12	5	-3
6	Cc1ccc(SSc2cc(C)ccc2N)c(N)c1	-2	0
7	CCOc1ccc(S(=O)(=O)N2CCN(C(=O)c3cc([N+](=O)[O-])ccc3N3CCOCC3)CC2)cc1	4	1
8	O=C(COC(=O)c1cccc(-n2cnnn2)c1)c1ccc(Br)cc1	0	8
9	CN(C(=O)CN1C(=O)NC(c2ccccc2)(c2ccccc2)C1=O)C1CCS(=O)(=O)C1 (stereo not drawn)	-1	-2
10	CCc1ccccc1NC(=O)CN1CCN(C(=O)C2CCN(C(=O)/C=C/c3ccccc3)CC2)CC1	6	-1
11	CCOC(=O)c1oc2ccc(Br)cc2c1COC(=O)C1=COCCO1	4	4
12	Cc1ccc(NC(=O)CN2c3cccc4cccc(c34)S2(=O)=O)cc1	-2	10
13	CCn1cnnc1SCC(=O)NCC1COc2ccccc2O1 (stereo not drawn)	2	-4
14	Cc1ccc(C(=O)NCC(c2ccco2)N2CCCCC2)s1 (stereo not drawn)	2	-5
15	CCOC(=O)c1ccccc1NC(=O)COC(=O)c1c(CC)noc1C	-2	3
16	Cc1cccc(N2CCN(C(=O)c3ccc4ccccc4c3)CC2C)c1 (stereo not drawn)	0	5
17	COc1ccccc1C(=O)NCCC(=O)Nc1cccc(S(=O)(=O)N2CCCC2)c1	2	-2
18	CSCCC(NC(=O)COc1ccccc1)C(=O)N(C)Cc1cccc(F)c1 (stereo not drawn)	7	3
19	C=CC[C@H](CC(=O)OC(C)(C)C)C(=O)OC[C@@H]1CCCN1C(=O)[C@@H](CC=C)CC(=O)NCCO	2	1
20	Cc1ccccc1NS(=O)(=O)c1ccc(C(=O)NCC2CCCO2)cc1 (stereo not drawn)	6	2
21	Cc1nnc(NC(=O)c2ccc(-c3ccc(Cl)cc3)o2)s1	0	3
22	Cc1ccc(NC(=O)C(C)OC(=O)c2ccc(NC(=O)CC#N)cc2)cc1S(=O)(=O)N1CCOCC1 (stereo not drawn)	7	2
23	Cc1ccc(NC(=O)C2CCN(C(=O)c3ccc(Cl)cc3)CC2)nc1	-1	7
24	CCOc1ccc(OCC(=O)OC(C)C(=O)NC2CCCC2)cc1 (stereo not drawn)	3	-5
25	O=C(CCN1C(=O)NC2(CCCC2)C1=O)Nc1ccc(-c2nc3ccccc3s2)cc1	-14	13
26	C=C[C@H]1C(O[C@@H]2O[C@H](CO)[C@@H](O)[C@H](O)[C@H]2O)OC=C2C(=O)N3CCc4cc(OC)c(O)cc4[C@H]3C[C@H]21 (stereo partly drawn)	1	4
27	CC(=O)N[C@@H](CC(=O)O)C(=O)O	-2	-1
28	COc1ccc(C2=NCCn3nc4ccccc4c32)cc1	2	1
29	CCC1CCCCN1C(=O)COC(=O)CN(C)S(=O)(=O)c1ccc(NC(C)=O)cc1 (stereo not drawn)	0	-2
30	Cc1cccc(C)c1NC(=O)CNC(=O)C1CC(=O)N(Cc2ccccc2)C1 (stereo not drawn)	-1	0
31	O=C(COC(=O)CCC(=O)N1CCOCC1)Nc1ccc(Br)cc1Br	3	3
32	CCc1ccc(-c2nc(SCC(=O)c3c(N)n(C4CC4)c(=O)[nH]c3=O)n[nH]2)cc1	-2	1
33	CCN(CC)C(CNC(=O)CSc1nnnn1-c1ccc(C)c(C)c1)c1ccco1 (stereo not drawn)	2	1
34	COc1ccc(NC(=O)Nc2cccc3c2O[C@@H](CN(C)CC2CCCCC2)[C@@H](C)CN([C@H](C)CO)C3=O)cc1	3	3
35	CNC[C@H]1Oc2c(NS(=O)(=O)c3ccc(F)cc3)cccc2C(=O)N([C@H](C)CO)C[C@@H]1C	5	-3
36	CCOc1ccc(N2CC(C(=O)Nc3cc(S(=O)(=O)N4CCCCC4)ccc3C)CC2=O)cc1 (stereo not drawn)	-1	2
37	CC(C)(C)c1ccc(NC(=O)CSc2n[nH]c(=O)n2C2CC2)cc1	-2	2
38	O=S(=O)(c1cccc(Cl)c1)N1CCSc2ccccc21	0	-2
39	COc1ccc(NS(=O)(=O)c2ccc(C)c(NC(=O)CN3C(=O)NC4(CCCC4)C3=O)c2)cc1	7	-3
40	CN1/C(=C\C(=O)COC(=O)c2nccnc2N)C(C)(C)c2ccccc21	-5	9
41	COc1ccc(-c2nnc(NC(=O)C3CCCN3S(=O)(=O)c3cccs3)o2)cc1 (stereo not drawn)	-2	3
42	CCCCn1c(N)c(N(CCOC)C(=O)CSc2nnc(-c3ccc(C(C)(C)C)cc3)n2N)c(=O)[nH]c1=O	1	6
43	COc1ccc(CC(=O)Oc2ccc(C(C)(C)C)cc2)cc1S(=O)(=O)N1CCOCC1	0	5
44	CCOc1ncccc1C(=O)NNC(=O)c1ccc(NS(=O)(=O)c2cccs2)cc1	9	0
45	CC(C)(C)OC(=O)C[C@@H]1C/C=C\C[C@H](CC(=O)N(CCO)Cc2ccccc2)C(=O)N[C@H](Cc2ccccc2)COC1=O	2	8
46	COc1ccc(C(=O)NCCS(=O)(=O)NCc2ccccc2)cc1	0	5
47	COC(=O)C1=CO[C@@H](O[C@@H]2O[C@H](CO)[C@@H](O)[C@H](O)[C@H]2O)C2C1C=C[C@@]2(O)CO (stereo partly drawn)	2	-1
48	CCOC(=O)[C@H]1[C@H]2COc3ccc(C)cc3[C@@H]2N2C(=O)c3cc(C)ccc3NC(=O)[C@@]12C	6	-1
49	CCOc1cc(C(=O)NCCCNC(=O)c2cc(OCC)c(OCC)c(OCC)c2)cc(OCC)c1OCC	2	4
50	COc1ccc(CC(=O)OCC(=O)Nc2c(C)n(C)n(-c3ccccc3)c2=O)cc1OC	-2	1
51	COc1cccc(C(=O)NCCS(=O)(=O)N2CCCCCC2)c1	-4	2
52	COc1ccc([C@H]2CC(=O)C=C(/C=C/c3ccccc3)C2)cc1OC	4	1
53	CCN(C(=O)COC(=O)C1CCN(S(=O)(=O)c2ccc(C)c(C)c2)CC1)C1CCCCC1	0	1
54	CCOc1ccc(CCNC(=O)c2c(C)noc2C)cc1OCC	3	6
55	COC(=O)c1ccccc1S(=O)(=O)NNC(=O)C12CC3CC(CC(C3)C1)C2	2	0
56	O=C(CNC(=O)c1ccc(Br)o1)NC1CCCCCC1	-2	9
57	COC(=O)c1ccc(-n2c(C)cc(C(=O)COC(=O)C3=COCCO3)c2C)cc1	2	5
58	CCCNC(=O)C(Cc1ccc(F)cc1)NC(=O)c1ccccc1 (stereo not drawn)	-2	12
59	N#CC1(NC(=O)CN2C(=O)NC(c3ccccc3)(c3ccccc3)C2=O)CCCC1	-2	-4
60	CCC(Sc1ncccc1Nc1ccccn1)C(=O)O (stereo not drawn)	1	1

New compounds follow
nr	molecule	IDE cell activ	IDE cell inh
61	COc1ccc(/C=C/C(=O)OCC(=O)N2CCCCCC2)c(OC)c1	4	3
62	CCN(CC)CCn1c2c(c(SCC(=O)Nc3nc4ccccc4s3)nc1=O)CCC2	-1	-2
63	Cc1cccc(-c2ccc3ncnc(NCc4cccs4)c3c2)c1	6	8
64	Cc1ccc(CNC(=O)CN(C)C2=NS(=O)(=O)c3ccccc32)cc1	2	-3
65	Cc1ccc(C)c(C(=O)COC(=O)Cn2[nH]c(=O)c3ccccc3c2=O)c1	3	1
66	Cn1c(N)c(C(=O)CSc2nnc(Cc3cccs3)n2C2CC2)c(=O)n(C)c1=O	4	-2
67	COc1ccccc1NS(=O)(=O)c1ccc(C(=O)NCC(c2ccc(F)cc2)N2CCOCC2)cc1 (stereo not drawn)	7	3
68	O=C(Nc1ccc(-c2ccc(N3CCCCC3)nn2)cc1)c1ccco1	0	-4
69	CCOc1ccc(NC(=O)CN(C)C(=O)c2ccccc2-n2cnnn2)cc1OCC	6	-3
70	CCOc1ncccc1C(=O)Nc1ccccc1N1CCOCC1	-2	6
71	CSc1ccc(CN(C)C(=O)c2cccc(S(=O)(=O)N3CCN(Cc4ccccc4)CC3)c2)cc1	3	9
72	COc1ccc(C(=O)NC2CCSc3ccccc32)cc1S(=O)(=O)N1CCOCC1 (stereo not drawn)	1	1
73	COc1c(O)cc(O)c2c(=O)cc(-c3ccccc3)oc12	3	2
74	CC[C@H](C)[C@H]1O[C@]2(CC[C@@H]1C)C[C@@H]1C[C@@H](CC=C(C)[C@@H](O[C@H]3C[C@H](OC)[C@@H](O[C@H]4C[C@H](OC)[C@@H](O)[C@H](C)O4)[C@H](C)O3)[C@@H](C)C=CC=C3CO[C@@H]4[C@H](O)C(C)=C[C@@H](C(=O)O1)[C@]34O)O2	-1	3
75	CCc1noc(C)c1C(=O)NNC(=O)c1ccccc1	-4	4
76	C=CCNS(=O)(=O)NC(=O)C1=C(N2CCCC2)COC1=O	7	2
77	CC(C)(C)OC(=O)NCCCCCNC(=O)c1nc[nH]c1C(=O)NCc1ccccc1	2	0
78	CCc1noc(C)c1C(=O)N(C)CC(=O)Nc1ccccc1Br	3	-1
79	CCOC(=O)N1CCN(C(=O)C(CC(C)C)NS(=O)(=O)c2ccc(C)cc2)CC1 (stereo not drawn)	1	5
80	CCOc1ccc(C(=O)N2CCN(CC(=O)N3CCCC3)CC2)cc1OCC	3	-1
81	Cc1noc(C)c1NC(=O)N(C)C[C@H]1Oc2c(NS(=O)(=O)c3cccs3)cccc2C(=O)N([C@H](C)CO)C[C@@H]1C	-3	-3
82	COc1ccc2sc(-c3ccc(S(C)(=O)=O)cc3)c(C(=O)NCCc3c[nH]c4ccccc34)c2c1	1	0
83	CCN(CC(=O)NCc1ccc(F)cc1)CC(=O)Nc1ccc(Br)cc1F	4	6
84	Cc1ccc(C2(C)NC(=O)N(CC(=O)N3CCN(S(=O)(=O)c4ccc(Cl)s4)CC3)C2=O)cc1 (stereo not drawn)	0	-3
85	COc1cccc([C@@H]2CC=C(C(=O)O)[C@H](c3ccc(Cl)cc3)N2S(=O)(=O)c2ccc(C)cc2)c1	3	2
86	COc1ccc(C(=O)NCCS(=O)(=O)N2CCCCCC2)cc1	4	-3
87	CN(CC(=O)Nc1cccc(S(=O)(=O)N2CCCC2)c1)Cc1ccccc1	3	2
88	CCOc1ccccc1C(=O)NCC(=O)NNC(=O)CN(C)S(=O)(=O)c1ccc(Cl)cc1	-3	3
89	COCCCN(C(=O)c1cc(C)oc1C)c1c(N)n(CC(C)C)c(=O)[nH]c1=O	0	-1
90	Cc1ccc(N(Cc2ccccc2)C(=O)c2cc(S(=O)(=O)N3CCOCC3)ccc2F)cc1	0	4

Arranged by SMILES length (low to high): part of the list above.
nr	molecule	IDE cell activ	IDE cell inh
75	CCc1noc(C)c1C(=O)NNC(=O)c1ccccc1	-4	4
58	CCCNC(=O)C(Cc1ccc(F)cc1)NC(=O)c1ccccc1 (stereo not drawn)	-2	12
31	O=C(COC(=O)CCC(=O)N1CCOCC1)Nc1ccc(Br)cc1Br	3	3
43	COc1ccc(CC(=O)Oc2ccc(C(C)(C)C)cc2)cc1S(=O)(=O)N1CCOCC1	0	5
35	CNC[C@H]1Oc2c(NS(=O)(=O)c3ccc(F)cc3)cccc2C(=O)N([C@H](C)CO)C[C@@H]1C	5	-3
34	COc1ccc(NC(=O)Nc2cccc3c2O[C@@H](CN(C)CC2CCCCC2)[C@@H](C)CN([C@H](C)CO)C3=O)cc1	3	3

The list goes on.
nr	molecule	IDE cell activ	IDE cell inh
91	Cc1noc(C)c1NC(=O)N(C)C[C@H]1Oc2ccc(NC(=O)c3ccncc3)cc2C(=O)N([C@H](C)CO)C[C@@H]1C	2	0
92	CC(=O)Nc1ccc(S(=O)(=O)N(C)CC(=O)OCC(=O)N(CC(C)C)C2CCS(=O)(=O)C2)cc1 (stereo not drawn)	5	8
93	COc1cccc(COC(=O)CSCC(=O)Nc2cccc(C)c2)c1OC	-4	0
94	[O-][n+]1c2ccccc2c2n1CCCN=C2c1ccc(Cl)cc1	0	-6
95	O=C(c1cc(Cl)ccc1O)N1CCN(S(=O)(=O)Cc2ccccc2)CC1	-4	-1
96	O=C(CCSc1ccc(Cl)cc1)N1CCN(S(=O)(=O)c2ccccc2)CC1	0	-5
97	Cc1nc(SCC(=O)NCc2ccc3c(c2)OCO3)nc(C)c1C	2	2
98	CCC1NC(=O)c2ccccc2N1c1cccc(Cl)c1 (stereo not drawn)	-6	0
99	Cc1cccc(CCN2C(Nc3ccccc3)=NC[C@@H]2C)c1	5	6
100	O=C(CSc1n[nH]c(-c2ccccc2F)n1)Nc1cc(F)ccc1F	1	8
101	CCOc1ccc(S(=O)(=O)N2CCC(C(=O)OCc3ccc(OC)cc3)CC2)cc1	4	0
102	CN1CCN(S(=O)(=O)c2cccc(C(=O)Oc3ccc(C(C)(C)C)cc3)c2)CC1	5	2
103	COc1ccccc1CNC(=O)COn1nnc2ccc(S(=O)(=O)N3CCOCC3)cc21	8	4
104	Cc1ccc(C)c(S(=O)(=O)N2CCN(C(=O)CNC(=O)c3ccc4ccccc4c3)CC2)c1	-3	-9
105	Cc1ccnn1-c1ccc(C(=O)NCC(c2ccco2)N2CCCC2)cc1 (stereo not drawn)	1	-2
106	OCC1=C[C@@H](O)[C@@H]2C=CO[C@@H](O[C@@H]3O[C@H](CO)[C@@H](O)[C@H](O)[C@H]3O)[C@H]12	4	-3

Bioassay records: PubChem BioAssay, The Scripps Research Institute Molecular Screening Center

These rows are one share of the data; rates above refer to the full screens.
